# TDP1 inh: blocks human tyrosyl-DNA phosphodiesterase 1; Potency, µM (highest dose often 130 µM), without a hit: at the top dose activity change, negative = inhibition, usual class: inhibitors; hit rate 0.28% among 350,000; Q9NUW8; recombinant TDP1, AlphaScreen DNA substrate cleavage; AID 485290; also: nearly all actives have a fitted effect of over 40% in size
# Target sequence (Q9NUW8 whole entry, looked up): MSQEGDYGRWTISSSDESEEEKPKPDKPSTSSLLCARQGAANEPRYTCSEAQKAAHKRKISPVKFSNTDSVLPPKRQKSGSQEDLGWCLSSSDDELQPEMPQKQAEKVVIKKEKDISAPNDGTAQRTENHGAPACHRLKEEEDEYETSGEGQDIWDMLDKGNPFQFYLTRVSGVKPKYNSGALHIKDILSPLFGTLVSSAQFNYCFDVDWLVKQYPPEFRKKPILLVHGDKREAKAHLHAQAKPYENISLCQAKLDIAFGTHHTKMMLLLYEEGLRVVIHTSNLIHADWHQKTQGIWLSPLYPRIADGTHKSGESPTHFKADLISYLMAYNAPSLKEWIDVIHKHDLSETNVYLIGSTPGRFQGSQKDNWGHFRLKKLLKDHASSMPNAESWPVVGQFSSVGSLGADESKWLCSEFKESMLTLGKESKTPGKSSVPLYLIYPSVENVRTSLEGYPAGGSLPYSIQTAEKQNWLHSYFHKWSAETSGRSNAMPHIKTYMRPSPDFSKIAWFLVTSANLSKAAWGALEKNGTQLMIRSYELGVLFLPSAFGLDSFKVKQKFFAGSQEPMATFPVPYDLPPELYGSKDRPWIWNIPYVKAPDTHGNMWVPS
#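 Recombinant E. coli-expressed Tdp1 (1 nM) preincubated with compound 15 min at RT, then 5'-biotin/3'-phosphotyrosine-FITC DNA substrate (15 nM) added for 5 min. AlphaScreen beads (10 ug/ml) added, 10 min RT; tyrosine-FITC cleavage read as signal loss.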
# DT40 TDP1 no CPT: qHTS for Inhibitors of human tyrosyl-DNA phosphodiesterase 1 (TDP1): qHTS in cells in absence of CPT; Potency, µM (titrated, usually from 46.2 µM), inactives show at the highest dose activity change, negative = growth inhibition, usual class: inhibitors; hit rate 15% among 420,000; DT40 Tdp1-/- hTDP1 cells, no CPT, ATP luminescence, 48 h; also: nearly all actives have a fitted effect of over 55% in size
#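 A cellular qHTS used chicken DT40 cells lacking endogenous Tdp1 but carrying stably transfected human TDP1. Compounds were applied without camptothecin, and cell growth kinetics were judged by ATP-dependent luminescence after ≥48 hr.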
# TDP1 cell CPT: DT40-hTDP1 cell growth loss with CPT. chicken DT40 Tdp1-/-;hTDP1 cells + 20 nM CPT, ATP luminescence, 48 h. hit rate 12% among 420,000. Potency, µM (titrated, usually from 46.2 µM), for inactives: at the highest dose activity change, negative = growth inhibition, hits mostly inhibitors; also: nearly all actives have a fitted effect of over 55% in size
#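 Cell growth measured by CellTiter-Glo luminescence after a minimum 48 h, 37 C compound exposure with 20 nM CPT in Tdp1-knockout DT40 cells stably expressing hTDP1, seeded 400/well; qHTS titration format.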
# Active calls of the source: *; ? = inconclusive; . = no result given; [ ] = another dose, or the depositor's remark. Calls follow the shape of the dose curve; as a rule, active = well fitted curve in the direction sought with a large enough effect; inconclusive = small, poorly fitted or top-dose-only effect, or another doubt; inactive = no such curve, though single readings can be large; an effect the other way counts as inactive or inconclusive. % is scaled to controls: 0 for no effect and ±100 for the full control effect; potency is read from the fitted curve at half-maximal effect.
# A first look (6 entries):
SMILES,TDP1 inh,DT40 TDP1 no CPT,TDP1 cell CPT
COc1ccc(N2CCN(C(=O)CNC(=O)Cn3cnc4sc(C)c(C)c4c3=O)CC2)cc1,-3%,2%,-26%
CCOC(=O)c1ccc(NC(=O)CN(c2ccc(C)cc2)S(=O)(=O)c2c(C)n[nH]c2C)cc1,-2%,?,?
COCCN1C(=O)C(=O)/C(=C(/O)c2ccc(S(=O)(=O)N3CCOCC3)cc2)C1c1cccc(O)c1 (stereo not given),.,0%,-5%
O=C1CC(c2ccccc2)c2ccc(O)cc2O1 (stereo not given),-3%,-22%,-3%
COc1ccc(-c2cc(C(=O)NCCN3CCOCC3)no2)cc1OC,-3%,-4%,7%
CCOc1ccc(CCNC(=O)c2nnc(Cc3cc(OC)c(OC)c(OC)c3)o2)cc1OCC,0%,?,21µM*

# The whole of this part, previewed entries included:
SMILES,TDP1 inh,DT40 TDP1 no CPT,TDP1 cell CPT
COc1ccc(N2CCN(C(=O)CNC(=O)Cn3cnc4sc(C)c(C)c4c3=O)CC2)cc1,-3%,2%,-26%
CCOC(=O)c1ccc(NC(=O)CN(c2ccc(C)cc2)S(=O)(=O)c2c(C)n[nH]c2C)cc1,-2%,?,?
COCCN1C(=O)C(=O)/C(=C(/O)c2ccc(S(=O)(=O)N3CCOCC3)cc2)C1c1cccc(O)c1 (stereo not given),.,0%,-5%
O=C1CC(c2ccccc2)c2ccc(O)cc2O1 (stereo not given),-3%,-22%,-3%
COc1ccc(-c2cc(C(=O)NCCN3CCOCC3)no2)cc1OC,-3%,-4%,7%
CCOc1ccc(CCNC(=O)c2nnc(Cc3cc(OC)c(OC)c(OC)c3)o2)cc1OCC,0%,?,21µM*
CCOC(=O)c1c(CNCCN(CC)CC)n(C)c2cc(Br)c(OC)cc12,3%,?,?
CC1=C(C(=O)Nc2ccc(CC(=O)NCc3ccc(OC(C)C)cc3)cc2)SCCO1,.,0.18µM*,0.16µM*
CCc1ccccc1NC(=O)CN(C1CCCCC1)S(C)(=O)=O,.,-4%,12%
COc1cc(-c2cc(NC=O)c3ncc(-c4ccc(F)cc4)n3c2)cc(OC)c1OC,.,?,?
O=C(Cc1c(F)cccc1Cl)Nc1cc(S(=O)(=O)N2CCOCC2)ccc1N1CCOCC1,.,?,?
O=C(NCc1ccccc1Cl)C1CCCN(c2ncnc3c2nc2n3CCCCC2)C1 (stereo not given),2%,?,?
Cc1cc(C)n(/C(=C\N(C)C)C(=O)c2ccc(Cl)cc2)n1,2%,-13%,1%
O=C(c1ccc2c(=O)n(Cc3ccc4c(c3)OCO4)c(=S)[nH]c2c1)N1CCCCC1,-8%,?,?
O=C(N/C=C\c1ccccc1)NCc1ccc(Cl)cc1,1%,-21%,-9%
COCCn1c(SCC(=O)Nc2cc(C)cc(C)c2)nnc1C(C)C,-4%,8%,-21%
CC(C)c1ccc(NC(=O)CN2C(=O)COc3ccc(S(=O)(=O)N4CCCCCC4)cc32)cc1,5%,3.7µM*,2.6µM*
O=C(c1ccc(S(=O)(=O)Cc2cc(F)ccc2F)c([N+](=O)[O-])c1)N1CCCCC1,0%,23µM*,?
Cc1ccc2[nH]c3c(c2c1)CN(C(=O)CC1(c2ccccc2)CC(=O)N(Cc2cccnc2)C1=O)CC3 (stereo not given),.,16µM*,?
CCOc1ccc(C(=O)NCC(=O)N2CCN(Cc3ccccc3)CC2)cc1,2%,-26%,-6%

# In the list so far, these have an aryl methoxy group:
SMILES,TDP1 inh,DT40 TDP1 no CPT,TDP1 cell CPT
COc1ccc(N2CCN(C(=O)CNC(=O)Cn3cnc4sc(C)c(C)c4c3=O)CC2)cc1,-3%,2%,-26%
COc1ccc(-c2cc(C(=O)NCCN3CCOCC3)no2)cc1OC,-3%,-4%,7%
CCOc1ccc(CCNC(=O)c2nnc(Cc3cc(OC)c(OC)c(OC)c3)o2)cc1OCC,0%,?,21µM*
CCOC(=O)c1c(CNCCN(CC)CC)n(C)c2cc(Br)c(OC)cc12,3%,?,?
COc1cc(-c2cc(NC=O)c3ncc(-c4ccc(F)cc4)n3c2)cc(OC)c1OC,.,?,?

# The list goes on.
SMILES,TDP1 inh,DT40 TDP1 no CPT,TDP1 cell CPT
CC(/C=N/NC(=O)c1cc(-c2cccnc2)nc2c1c(C)nn2-c1ccccc1)=C\c1ccccc1,5%,13µM*,18µM*
S=C1SCN(Cc2cccnc2)CN1Cc1cccnc1,-8%,0.82µM*,0.82µM*
O=C(CCC(=O)N(CC(=O)NC1CCCCC1)Cc1ccco1)Nc1nccs1,0%,?,-8%
CCOC(=O)c1cnc2c(-c3ccccc3)c(-c3ccccc3)nn2c1C,.,?,-19%
COc1ccc(NC(=O)CSc2nc3nc(C)cc(C)c3c(=O)[nH]2)cc1,-3%,?,-14%
O=C(CO/N=C/c1ccc(OC(F)F)cc1)NC1CCCCC1,0%,-28%,?
Cc1ccc(CS(=O)(=O)c2ccc(C(=O)N3CCCCC3)cc2[N+](=O)[O-])cc1,6%,?,?
COc1ccc(CN2C(=O)C(CC(C)C)Nc3ncnc(N4CCCCC4)c32)cc1 (stereo not given),-1%,?,?
CCCCn1c(N)c(N(CCOC)C(=O)COC(=O)COc2cc(C)c(Cl)cc2C(C)C)c(=O)[nH]c1=O,1%,-14%,12%
C/C(=N\Nc1nc2ccccc2s1)c1ccc2c(c1)OCO2,6%,-94%,?
COc1cccc(OCC(O)CO)c1 (stereo not given),6%,2%,-10%
CC(=O)c1ccc(NC(=O)CCc2nnc3ccc(N4CCCC4)nn23)cc1,4%,-19%,-23%
ON=C1c2ccccc2-c2ccc(Br)cc21,.,23µM*,29µM*
O=C1CN(C(=O)Cn2ncc(Cl)c(Cl)c2=O)c2ccccc2N1,5%,8.2µM*,7.3µM*
Cc1cc(NC(=O)c2ccc3c(c2)C(=O)N(C)C3=O)no1,-1%,-8%,-14%
CC(C)CNc1nc(N)c([N+](=O)[O-])c(NCc2ccccc2)n1,.,?,4%
CN1CCc2c(n(CC(O)CNCc3ccccc3)c3ccccc23)C1=O (stereo not given),-6%,8.2µM*,8.2µM*
O=C(NCc1ccccc1F)C1CCC(=O)N(Cc2ccc(Cl)cc2)C1 (stereo not given),3%,?,-16%
Nn1c(SCc2ccc(Br)cc2)nnc1-c1cccnc1,3%,-6%,-27%
COc1ccc2c(c1OC)C(=O)N1C2SC[C@H]1C(=O)NCCC(C)C (stereo not given in full),.,-4%,-8%
NC(=O)c1ccccc1NC(=O)CSC1=NCCS1,3%,4%,-4%
O=C(NCc1ccco1)C(c1ccccc1)N(C(=O)Cc1cccs1)c1ccccc1F (stereo not given),8%,26µM*,?
CCc1nc2ccc(C(=O)Nc3ccc4c(c3)OCC(=O)N4)cn2c1N(CC)CCOC,.,?,?
Cc1ccccc1C(=O)Nc1cccc(NC(=O)Cn2cnc3c(=O)n(C)c(=O)n(C)c32)c1,7%,8.2µM*,10µM*
CSc1ccccc1NC(=O)Cc1ccccc1[N+](=O)[O-],-2%,7%,-13%
O=C(CN(c1ccccc1)S(=O)(=O)c1ccc(F)cc1)NCc1cccs1,-1%,-16%,-20%
O=[N+]([O-])c1ccc(Cl)c(S(=O)(=O)/N=C(/Nc2cccnc2)c2ccccc2)c1,2%,-27%,0%
CCOC(=O)c1c(C)sc(-c2c(-c3ccc4c(c3)OCCO4)[nH]c3c2c(=O)[nH]c(=O)n3C)c1O,2%,?,?
Cc1cc(OCC(=O)Nc2cnn(CCCC(=O)O)c2)ccc1[N+](=O)[O-],0%,-3%,-12%
CCOc1cc(N2CCOCC2)c(OCC)cc1NCC(=O)N1CCN(Cc2ccccc2)CC1,1%,?,?
CC(C)(C)n1nc2c(c1NC(=O)c1ccc([N+](=O)[O-])cc1)CS(=O)(=O)C2,4%,24%,-9%
CN(CC(=O)NC1CCCCC1)S(=O)(=O)c1ccc(Br)s1,-8%,-33%,2%
Cc1cc(C)n(-c2cc(N3CCN(C(=O)c4ccccc4C)CC3)ccc2[N+](=O)[O-])n1,.,?,?
O=C(Nc1cccn(Cc2c(Cl)cccc2Cl)c1=O)c1ccc(Cl)cc1,4%,-17%,?
COc1ccc2c(C)cc(SCC(=O)Nc3ncc(Cl)cc3Cl)nc2c1,-3%,?,-5%
NC(=O)C1CCN(C(=O)/C=C/c2cc(Br)ccc2F)CC1,6%,-10%,?
CC(C)NC(=O)c1onc(CSc2ccccc2)c1C(=O)O,2%,-8%,-11%
CCn1ccnc1CN(C)Cc1nc(-c2ccc3c(c2)OCO3)no1,.,-24%,-12%
Cc1ccc(N/C(N)=N/c2nc(CSc3nnc(N)s3)cc(=O)[nH]2)cc1,3%,14%,8%
CCOC(=O)c1c(NC(=O)COC(=O)c2cc(OC)c(OC)cc2[N+](=O)[O-])sc(C)c1CC,-2%,15µM*,?

# Next section; the last 2 above are carried over.
SMILES,TDP1 inh,DT40 TDP1 no CPT,TDP1 cell CPT
Cc1ccc(N/C(N)=N/c2nc(CSc3nnc(N)s3)cc(=O)[nH]2)cc1,3%,14%,8%
CCOC(=O)c1c(NC(=O)COC(=O)c2cc(OC)c(OC)cc2[N+](=O)[O-])sc(C)c1CC,-2%,15µM*,?
Cc1ccc(NS(=O)(=O)c2c(C)nc3sc(C)cn3c2=O)c(C)c1,8%,18µM*,18µM*
COc1ccc(OC)c(/C=N/NC(=O)c2cc[n+](CC(=O)c3ccccc3)cc2)c1,6%,-9%,-14%
CCCn1c(SCC(=O)NC2CCCCC2)nnc1-c1cccnc1,-10%,1%,9%
CCOC(=O)C1=C(COC(=O)c2cc(S(=O)(=O)N3CCOCC3)ccc2F)NC(=O)NC1C (stereo not given),.,-6%,-20%
O=C(c1ccco1)N1CCN(C(=O)c2cccn3c(=O)c4c5c(sc4nc23)CCCC5)CC1,.,?,?
CCOC(=O)c1ccc(N=NN(C)C)cc1,3%,-12%,0%
COc1ccc(-c2ccc(S(=O)(=O)N3CCOCC3)cc2)cc1,0%,-11%,10%
Nc1ccccc1C#Cc1cnccn1,.,-1%,-19%
CCN(CC(=O)Nc1c(F)cccc1F)C(=O)C1=COCCO1,.,-2%,-18%
N#Cc1c(N)n(-c2ccccc2N)c2nc3ccccc3nc12,4%,?,?
CN(C(=O)CSc1nnc(-c2ccc([N+](=O)[O-])cc2)o1)c1ccccc1,-12%,?,16µM*
CN(C(=O)COC(=O)C1CCN(S(=O)(=O)c2c(Cl)cccc2Cl)CC1)c1ccccc1,0%,-14%,?
Cc1ccccc1C(=O)N1CCC(C(=O)N2CCN(c3ncccn3)CC2)CC1,-4%[56.1 µM],13%,2%
CCN(CC(=O)Nc1c(F)cccc1F)C(=O)c1ccc(OC)c(S(=O)(=O)NC2CCCC2)c1,.,-7%,4%
O=c1c2ccccc2nc2n1C(CSc1ccc(F)cc1)CN2 (stereo not given),2%,-11%,3%
C=CCOC(=O)C1=C(C)NC(=S)NC1c1cccs1 (stereo not given),.,7%,?
COc1cccc(Oc2cc(Cl)nc(N)n2)c1,.,5%,16%
COc1cc(/C=C/C(=O)Nc2ccc(N3CCCCC3)c(S(=O)(=O)Nc3ccccc3Cl)c2)cc(OC)c1OC,4%,2.6µM*,?
COC(CNC(=O)CC1C(=O)N(Cc2ccccc2)C(C)c2nc3ccccc3n21)OC (stereo not given),0%,3%,-1%
Clc1cccc(Nc2nc(-c3cccnc3)cs2)c1,5%,?,?
CCNc1ncc2nc(-c3ccccc3)c(=O)n(Cc3cccs3)c2n1,.,-12%,1%
CC1(C)CC(=O)C2(CC3=C(CC(C)(C)CC3=O)O2)C(=O)C1,7%,4%,-5%
COc1ccc(Cl)cc1NC(=O)NCC1CCN(Cc2cc(C)ccc2C)CC1,.,?,?
O=C(OCc1nnc(-c2ccc(Cl)cc2)o1)c1ccc(O)cc1,-2%,-15%,7%
Cc1ccc(Cn2ccnc2SCC(=O)NCc2ccccc2Cl)cc1,4%,-15%,-7%
COc1ccc(C2=CC(=O)C[C@H](c3ccc(F)cc3)C2)c(OC)c1,2%,?,?
Cc1nc(C(=O)N2CCCC(N3CCN(c4ccc(F)cc4)CC3)C2)cs1 (stereo not given),.,15µM*,21µM*
Cc1c(C(=O)NCC2(N3CCOCC3)CCCC2)cnn1-c1nccc(-c2ccccc2F)n1,.,-9%,4%[9.04 µM]
CC(=O)c1ccc(-c2ccc(C(=O)N(C)Cc3nc4ccccc4c(=O)[nH]3)o2)cc1,5%,23µM*,?

# Assay outcomes: PubChem BioAssay, National Center for Advancing Translational Sciences (NCATS)
